Screening data from PubChem BioAssay.
TCR activator: Activators of T cell receptors: qHTS campaign. Potency, µM (highest dose often 9.22 µM), for the others: at the top dose activation of IL-2 secretion, most hits filed as activators. 330,000 tested, under 10 active. AID 504894, 2011. primary human leukocytes, anti-CD3, IL-2 HTRF, 48 h; note: % of control where 0% means no effect
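Primary human leukocytes incubated 48 hr with anti-CD3 beads plus compound, without co-stimulation. Secreted IL-2 measured by HTRF (europium cryptate/d2 anti-IL-2 pair, 320 nm excitation, 665 nm emission).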
ASM inhibitor: Inhibitors of Secretory Acid Sphingomyelinase (S-ASM): qHTS. Potency, µM (highest dose often 57.5 µM), for inactives: top-dose activity change, negative = inhibition, hits mostly inhibitors. 0.006% of 340,000 active. Sphingomyelin phosphodiesterase (Homo sapiens), P17405. placental ASM, HMU-PC fluorogenic substrate, 60 min; note: potency is the fitted concentration of half-maximal effect
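qHTS format. ASM enzyme prepared from human placenta hydrolyses the fluorogenic substrate HMU-PC0 (9 uM final) over 60 min at 37 °C after a 10 min compound preincubation.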
A-T KAP1 phos: qHTS Assay for Identifying a Potential Treatment of Ataxia-Telangiectasia; Potency, µM (titrated, usually from 57.5 µM), without a hit: at the top dose activation, hits mostly activators; […] A-T fibroblasts, KAP-1 phosphorylation AlphaLISA; neocarzinostatin DNA damage 30 min before lysis; AID 485349, 2010; 0.19% of 320,000 active; note: potency is the fitted concentration of half-maximal effect; % of control where 0% means no effect; nearly all actives have a fitted effect of over 45% in size
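ATM-like activity read as KAP-1 phosphorylation via AlphaLISA donor/acceptor antibody pairs after lysis and 6 hr at 25C. Cells were ATM-null patient fibroblasts ([…], hTERT), dosed 60 min, then exposed to the DSB inducer NCS for 30 min.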
a7 integrin act: qHTS for Activators of Integrin-Mediated Alleviation for Muscular Dystrophy | alpha7betagal myoblasts, beta-gal FDG fluorescence, 48 h | Potency, µM (top dose mostly 38.3 µM), for the others: at the highest dose activation, hits mostly activators | 0.064% of 350,000 active;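 note: potency is the fitted concentration of half-maximal effect; 100% = response of the positive control SU9516; nearly all actives have a fitted effect of over 60% in size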
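alpha7betagal+/- myoblasts (passage 13, 250/well) treated 48 h at 37C with compounds at 1:260 dilution of DMSO stock. Lysed, then beta-galactosidase activity read as FDG fluorescence (ex 480/em 540) after 30 min, with pre-read for autofluorescence.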
TSHR antagonist: Antagonists of the Thyroid Stimulating Hormone Receptor: HTS campaign | 0.2% of 330,000 active | TSHR-expressing cells, TSH-stimulated cAMP HTRF, 2 h; active compounds read low | activity change, negative = inhibition, % at 11.5 µM | Thyrotropin receptor (Homo sapiens), P16473;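 active = activity change below a set negative limit, meaning inhibition stronger than a set level, cut at about -70% in these data; inconclusive = activity change between two set negative limits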; note: % is set by controls: 0 for no effect and ±100 for the full control effect
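Freshly harvested TSHR cells receive pin-tooled compound, then EC80 TSH at 4nM final. After 2 hours at 37 deg C, antibody in lysis buffer and cAMP-d2 are added; 30 minutes at ambient temperature precede the HTRF read.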
Chronic BCR inh: qHTS Assay to Find Inhibitors of Chronic Active B-Cell Receptor Signaling; ABC-DLBCL IkBa-CBG/CBR reporter, luminescence ratio, 4 h; 0.05% of 340,000 active; Potency, µM (doses to about 46.1 µM), for inactives: top-dose ratio change, negative = lower green/red ratio, actives largely listed as inhibitors; active = well fitted inhibition curve with a large enough effect in the signal ratio, with a control signal flat, not every such curve was filed as active; inconclusive = small, poorly fitted or top-dose-only effect, or effect the other way, or a change in a side signal; the % refers to the signal ratio;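 note: potency is the fitted concentration of half-maximal effect; plate controls were basal doxycycline-induced cells for no effect and cells given 10 µM MG132 for full effect; MG132 reads +100%, hits lower the ratio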
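Compounds up to 46 uM were incubated four hours with TMD8 cells whose green CBG68 luciferase is fused to IkappaBalpha; red CBR luminescence normalised the signal, and concentration-effect curves were fitted to fusion, red and ratio data.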
ELG1 DNA repair: qHTS screen for small molecules that inhibit ELG1-dependent DNA repair in human embryonic kidney (HEK293T) cells expressing luciferase-tagged ELG1 | HEK293T ELG1-luciferase reporter, luminescence, 16 h; DNA damage induced by 5-fluorouridine | 2.3% of 330,000 active | AID 504467, 2011 | Potency, µM (series often up to 46.1 µM), inactives show at the highest dose activity change, negative = inhibition, hits mostly inhibitors; note: potency is the fitted concentration of half-maximal effect; % is set by controls: 0 for no effect and ±100 for the full control effect; nearly all actives have a fitted effect of over 55% in size
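Reporter activity after DNA damage by 5-fluorouridine is monitored. Compound-treated cells incubate 16 hr at 37 °C, then ONE-Glo is added for 30 min before luminescence reading.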
Eya2 phos inh: qHTS Assay for Inhibitors of the Phosphatase Activity of Eya2 | Protein phosphatase EYA2 (Homo sapiens), O00167 | recombinant Eya2, OMFP fluorescence dephosphorylation (OMFP is methylfluorescein phosphate) | Potency, µM (series often up to 76.9 µM), without a hit: at the highest dose activity, negative = inhibition, usual class: inhibitors | 0.006% of 330,000 active | AID 488837, 2010; note: potency is the fitted concentration of half-maximal effect; % is set by controls: 0 for no effect and ±100 for the full control effect
Target sequence (O00167 whole entry, looked up): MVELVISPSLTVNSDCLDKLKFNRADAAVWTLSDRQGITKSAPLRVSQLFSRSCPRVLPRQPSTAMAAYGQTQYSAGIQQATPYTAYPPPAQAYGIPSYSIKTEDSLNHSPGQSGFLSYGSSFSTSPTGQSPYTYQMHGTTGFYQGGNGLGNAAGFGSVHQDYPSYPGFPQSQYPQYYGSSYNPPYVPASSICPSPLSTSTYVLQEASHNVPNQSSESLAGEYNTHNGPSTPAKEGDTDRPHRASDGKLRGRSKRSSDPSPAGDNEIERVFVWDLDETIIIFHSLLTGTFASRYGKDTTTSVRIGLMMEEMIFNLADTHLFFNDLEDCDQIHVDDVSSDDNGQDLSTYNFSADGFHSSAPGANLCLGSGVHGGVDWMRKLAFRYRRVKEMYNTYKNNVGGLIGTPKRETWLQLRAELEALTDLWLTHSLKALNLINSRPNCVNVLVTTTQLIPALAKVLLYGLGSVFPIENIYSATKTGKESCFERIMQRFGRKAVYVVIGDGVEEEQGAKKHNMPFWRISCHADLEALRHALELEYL
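Eya2 (0.2 uM) preincubated 10 min at ambient with compound, then OMFP substrate added at 50 uM; 10 min reaction in 50 mM HEPES pH 7.5, 50 mM NaCl, 5 uM MgCl2, 0.05% BSA, 1 mM DTT. Fluorescence read at Ex 485/Em 525 nm.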
Tb PFK block: qHTS Assay to Find Inhibitors of T. brucei phosphofructokinase; ATP-dependent 6-phosphofructokinase (Trypanosoma brucei brucei), O15648; T. brucei PFK, ADP-Glo luminescence; Potency, µM (doses to about 57.5 µM), for inactives: at the top dose activity, negative = inhibition, usual class: inhibitors; 0.17% of 330,000 active; AID 485367, 2010;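 note: potency is the fitted concentration of half-maximal effect; 0% = uninhibited 1x PFK enzyme wells and -100% = no-enzyme wells; nearly all actives have a fitted effect of over 60% in size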
Target sequence (O15648 whole entry, looked up): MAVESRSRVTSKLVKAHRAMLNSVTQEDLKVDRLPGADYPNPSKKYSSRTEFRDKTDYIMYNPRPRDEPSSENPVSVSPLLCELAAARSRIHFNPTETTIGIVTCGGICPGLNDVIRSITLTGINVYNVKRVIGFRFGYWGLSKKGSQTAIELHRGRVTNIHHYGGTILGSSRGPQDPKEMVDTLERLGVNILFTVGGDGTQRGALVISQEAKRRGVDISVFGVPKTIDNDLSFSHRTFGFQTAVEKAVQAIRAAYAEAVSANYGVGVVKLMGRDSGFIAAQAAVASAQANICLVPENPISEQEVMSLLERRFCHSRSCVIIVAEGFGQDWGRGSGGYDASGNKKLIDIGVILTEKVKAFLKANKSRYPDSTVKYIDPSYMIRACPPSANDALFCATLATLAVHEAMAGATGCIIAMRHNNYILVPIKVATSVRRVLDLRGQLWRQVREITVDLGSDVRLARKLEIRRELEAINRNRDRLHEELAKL
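ADP-Glo luminescence quantified ADP after 45 min at room temperature, with 1.25 nM T. brucei PFK, 0.1 mM ATP and 0.5 mM fructose-6-phosphate in pH 8.0 TEA buffer. qHTS titrations up to 57 µM; curves classified by quality.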
Mito fusion yeast: qHTS Assay for Small Molecule Inhibitors of Mitochondrial Division or Activators of Mitochondrial Fusion | S. cerevisiae fusion-defective mutant growth rescue, CellTiterGlo 48 h | Potency, µM (highest dose often 46.1 µM), for inactives: at the top dose growth rescue (activation), usual class: activators | 0.23% of 320,000 active;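 note: potency is the fitted concentration of half-maximal effect; % of control where 0% means no effect; nearly all actives have a fitted effect of over 45% in size; temperature-sensitive fusion mutants such as fzo1-1 at 37 °C on non-fermentable ethanol glycerol medium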
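Yeast fusion mutant, YPEG (non-fermentable carbon), compound, 48 h at 37C non-permissive; CellTiterGlo added, 10 min RT, luminescence read. Rescued growth = division inhibition.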
TSG101-PTAP inh: qHTS Assay for Iinhibitors of HIV-1 Budding by Blocking the Interaction of PTAP/TSG101 | Tumor susceptibility gene 101 protein (Homo sapiens), Q99816 | Fluorescence polarization, FITC-PTAP peptide / Tsg101 binding | Potency, µM (top dose mostly 115 µM), for the others: at the highest dose activity change, negative = inhibition, most hits filed as inhibitors | 340,000 tested, under 10 active | AID 493005, 2010; active = well fitted inhibition curve with a large enough effect in the main read-out, with a control signal flat, not every such curve was filed as active; inconclusive = small, poorly fitted or top-dose-only effect, or effect the other way, or a change in a side signal; inactive = no such curve, though single readings can be large or run the other way; note: potency is the fitted concentration of half-maximal effect; % of control where 0% means no effect
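Fluorescence polarization binding of Tsg101 binding domain (10 uM final) to FITC-labeled PTAP peptide (50 nM final) in HEPES pH 7.5 buffer with NaCl, Tween 20, EDTA, TCEP. Compounds added before peptide; binding 20 min at RT.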
* hit, by the source's call; ? = inconclusive; . = not tested or not shown; & = joins results of further samples; [ ] = remark or other dose. Unless noted, calls come from the whole dose curve; as a rule, active = well fitted curve in the direction sought with a large enough effect; inconclusive = small, poorly fitted or top-dose-only effect, or another doubt; inactive = no such curve, though single readings can be large; an effect the other way counts as inactive or inconclusive. A portion of the library; rates above refer to the full screens.

Abbreviations – A = TCR activator; B = ASM inhibitor; C = A-T KAP1 phos; D = a7 integrin act; E = TSHR antagonist; F = Chronic BCR inh; G = ELG1 DNA repair; H = Eya2 phos inh; I = Tb PFK block; J = Mito fusion yeast; K = TSG101-PTAP inh
CCn1nc(C)c(CN2CCCC(C(=O)c3cccc(OC(C)C)c3)C2)c1C (configuration not stated)
  A: 3% | B: 3% | C: 9% | D: -13% | E: -1 | F: -6% | G: ? | H: 0% | I: -4% | J: -1% | K: -2%

COC(=O)C1=C(c2c(C)noc2C)C[C@@H]2CC[C@H]1N2C(=O)N1CCC(O)(c2ccc(Cl)cc2)CC1
  A: -6% | B: -1% | C: 1% | D: -18% | E: 1 | F: 3% | G: ? | H: 1% | I: -4% | J: -1% | K: 0%

COc1ccccc1-n1c(O)c(/C=N/NC(=S)Nc2ccccc2)c(=O)[nH]c1=S
  A: 0% | B: -3% | C: -3% | D: 2% | E: 19 | F: 0% | G: ? | H: 13% | I: -16% | J: -2% | K: -9%

Cc1cc(=O)oc2c(C)c(OCC(=O)N3CCN(Cc4ccc5c(c4)OCO5)CC3)ccc12
  A: -3% | B: 6% | C: -3% | D: -7% | E: -13 | F: -2% | G: ? | H: -2% | I: 0% | J: -1% | K: -5%

COc1cc(CN2CCN(c3cc(C)ccc3C)CC2)ccc1O
  A: -2% | B: 1% | C: -4% | D: -5% | E: -1 | F: -1% | G: 10% | H: -9% | I: 0% | J: -2% | K: -1%

OC(CN1CCC(c2c[nH]c3ccccc23)CC1)C(F)(F)F (configuration not stated)
  A: -1% | B: 1% | C: 13% | D: -10% | E: 12 | F: -2% | G: -5% | H: 2% | I: 5% | J: -9% | K: -10%

COc1c2c(cc3c1OCO3)CCN(C)C2
  A: 0% | B: -3% | C: -11% | D: . | E: 1 | F: -2% | G: 5% | H: 17% | I: 3% | J: 2% | K: 3%

C[N+]1(C)C2CCC1CC(OC(=O)c1ccco1)C2 (configuration not stated)
  A: -5% | B: 3% | C: -6% | D: 3% | E: -4 | F: 0% | G: 12% | H: -2% | I: -3% | J: 4% | K: 0%

CC(=O)c1ccc2c(c1)C1C(Cl)C(Sc3ccccc3[N+](=O)[O-])CC1C(C(=O)O)N2 (configuration not stated)
  A: -2%[46.1 µM] | B: 1% | C: -3% | D: -30% | E: -49 | F: 3% | G: ? | H: -2% | I: 12% | J: 1% | K: 2%

C=CCn1c(O)c(C(C)=NCCN2CCCCC2)c(=O)[nH]c1=O
  A: 0% | B: -1% | C: -8% | D: -19%[7.66 µM] | E: 5 | F: ? | G: -1% | H: -1% | I: 0% | J: -1% | K: -11%

Cc1ccc(Cn2nnnc2CN2CCC(n3nnc4cc(C)ccc43)CC2)cc1
  A: -3% | B: -13% | C: 6% | D: -5% | E: -17 | F: 4% | G: ? | H: -5% | I: -1% | J: 14% | K: -7%

C=CCn1c(O)c(C(C)=Nc2ccc(C(=O)O)cc2)c(=O)[nH]c1=O
  A: 3% | B: 5% | C: 1% | D: -25% | E: 5 | F: -14% | G: 0% | H: 13% | I: -3% | J: -2% | K: -1%

O=P1(Oc2ccccc2)CC=C[C@H](COCc2ccccc2)O1 (some centres not stated)
  A: 4% | B: 3% | C: 3% | D: -16% | E: -1 | F: 2% | G: 2% | H: -9% | I: 6% | J: 9% | K: -2%

c1ccc2c(c1)OCC(C1=NCCN1)O2 (configuration not stated)
  A: 0% | B: 2% | C: -2% | D: . | E: -1&17 | F: ? | G: 9% | H: -8%&1% | I: 0% | J: -13%&0% | K: 0%

O=C(O)c1ccccc1-c1ccc(C=C2C(=O)N(c3ccccc3)C(=S)N(c3ccccc3)C2=O)o1
  A: 2% | B: -2% | C: -7% | D: -35% | E: -1 | F: ? | G: ? | H: 14% | I: 0% | J: 0% | K: 1%

(more compounds)
Sequence of screens – TCR activator, ASM inhibitor, A-T KAP1 phos, a7 integrin act, TSHR antagonist, Chronic BCR inh, ELG1 DNA repair, Eya2 phos inh, Tb PFK block, Mito fusion yeast, TSG101-PTAP inh
> Cc1cccc(CN(C)C)c1OC(=O)N(C)C
  3%, 5%, 2%, 12%, 7, 11%, 10%, 7%, -13%, -2%, -3%
> COc1ccc(-c2nn(CCC#N)cc2C(=O)Nc2ccc(C(C)=O)cc2)cc1[N+](=O)[O-]
  9%, -3%, 10%, -28%, 7, ?, ?, 5%, 1%, 0%, -5%
> CC1=C(C(=O)OC(C)C)[C@]2(C(=O)N(CC(N)=O)c3ccccc32)C(C#N)=C(N)O1
  -2%[46.1 µM], 1%, 2%, 3%, -5, -17%, -2%, 7%, -2%, 0%, -1%
> Fc1ccc(Oc2nc(-c3ccccn3)nc3ccccc23)cc1
  5%, 0%, -2%, -37%, -4, ?, ?, 2%, 1%, -3%, -1%
> N=c1ccccn1Cc1ccccc1
  0%, -1%, 7%, 7%, 13, 4%, 3%, 18%, 1%, -3%, -2%

Complete entries as entered above:
N=c1ccccn1Cc1ccccc1 as listed: TCR activator: 0%; ASM inhibitor: -1%; A-T KAP1 phos: 7%; a7 integrin act: 7%; TSHR antagonist: 13; Chronic BCR inh: 4%; ELG1 DNA repair: 3%; Eya2 phos inh: 18%; Tb PFK block: 1%; Mito fusion yeast: -3%; TSG101-PTAP inh: -2%
Cc1cccc(CN(C)C)c1OC(=O)N(C)C as listed: TCR activator: 3%; ASM inhibitor: 5%; A-T KAP1 phos: 2%; a7 integrin act: 12%; TSHR antagonist: 7; Chronic BCR inh: 11%; ELG1 DNA repair: 10%; Eya2 phos inh: 7%; Tb PFK block: -13%; Mito fusion yeast: -2%; TSG101-PTAP inh: -3%
COc1ccc(-c2nn(CCC#N)cc2C(=O)Nc2ccc(C(C)=O)cc2)cc1[N+](=O)[O-] as listed: TCR activator: 9%; ASM inhibitor: -3%; A-T KAP1 phos: 10%; a7 integrin act: -28%; TSHR antagonist: 7; Chronic BCR inh: ?; ELG1 DNA repair: ?; Eya2 phos inh: 5%; Tb PFK block: 1%; Mito fusion yeast: 0%; TSG101-PTAP inh: -5%
